# Compound activity deposited in PubChem by several laboratories.
# BoNT-A LC inh2: inhibitors of Botulinum neurotoxin A light chain protease. multiplex microsphere protease substrate cleavage, flow cytometry. inhibition, % at 10 µM. 360,000 compounds, 0.17% hits; in the data active = inhibition above about 30%; inconclusive = no clear call, values can overlap the other calls; also: plate controls were buffer without enzyme for full effect and enzyme alone for no effect
# BioA inh: inhibitors of Mycobacterium tuberculosis BioA enzyme | purified M. tuberculosis BioA enzyme, plate reader | inhibition, % at 9.99 µM | 360,000 compounds, 0.096% hits | AID 602481; in the data active = inhibition above about 40%; inconclusive = no clear call, values can overlap the other calls
# Mtb FBA inh: inhibitors of M. tuberculosis fructose-bisphosphate aldolase | P9WQA3 | purified M. tuberculosis FBA, fluorescence read-out | inhibition, % at 1 µM | 360,000 compounds, 2.3% hits; in the data active = inhibition above about 27%;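 also: 0% = vehicle and 100% = reference inhibitor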
# Target sequence (P9WQA3 whole entry, looked up): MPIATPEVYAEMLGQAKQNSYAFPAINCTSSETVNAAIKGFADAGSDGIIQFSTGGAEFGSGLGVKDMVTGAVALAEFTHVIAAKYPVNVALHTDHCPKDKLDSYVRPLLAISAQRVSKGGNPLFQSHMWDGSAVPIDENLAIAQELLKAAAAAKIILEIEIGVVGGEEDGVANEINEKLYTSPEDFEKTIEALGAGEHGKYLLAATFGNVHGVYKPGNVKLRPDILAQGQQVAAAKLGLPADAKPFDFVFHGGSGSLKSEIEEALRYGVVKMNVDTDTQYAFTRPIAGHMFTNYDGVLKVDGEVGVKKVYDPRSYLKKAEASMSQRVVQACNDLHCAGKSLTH
# BoNT F protease: inhibitors of Botulinum neurotoxin F light chain protease. inhibition, % at 10 µM. 360,000 compounds, 0.22% hits. Multiplex microsphere protease cleavage assay, flow cytometry; in the data active = inhibition above about 35%, passing the limit was not always enough; inconclusive = no clear call, values can overlap the other calls; also: plate controls were buffer without enzyme for full effect and enzyme alone for no effect
# FadD28 FP inh: blocks FadD28 binding to the bisubstrate probe; fluorescence polarization; inhibition, % at 12.5 µM; 360,000 compounds, 0.22% hits; AID 588549; in the data active = inhibition above about 8.5%, passing the limit was not always enough; inconclusive = no clear call, values can overlap the other calls
# GDH-TPI counter: inhibits GDH-TPI coupling enzymes, artifact for Mtb FBA screen; GDH-TPI coupled enzyme counterscreen, NADH absorbance; inhibition, % at 4.8 µM; 360,000 compounds, 1.2% hits; AID 588335;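 also: 0% = DMSO wells and 100% = wells lacking the enzyme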
# CCHFV vOTU inh: blocks the CCHF virus ovarian tumor domain protease; CCHFV vOTU protease, Pep-AMC fluorescence; inhibition, % at 11.5 µM; 370,000 compounds, 0.55% hits; AID 651958; also: 0% = vehicle wells with enzyme and 100% = no enzyme wells
# PrPC TRFRET: reduces human prion protein on the cell surface; cell surface PrPC, TR-FRET read-out; inhibition, % at 13.8 µM; 370,000 compounds, 0.43% hits; AID 720596; in the data active = inhibition above about 24%; also: 0% = median of the test wells and 100% = reference compound wells
# UGM FP inh: Mtb UDP-galactopyranose mutase inhibition; P9WIQ1; purified UGM, fluorescence polarization probe displacement; inhibition, % at 10 µM; 320,000 compounds, 0.06% hits; AID 504406; in the data active = inhibition above about 10%, passing the limit was not always enough; inconclusive = no clear call, values can overlap the other calls
# Target sequence (P9WIQ1 whole entry, looked up): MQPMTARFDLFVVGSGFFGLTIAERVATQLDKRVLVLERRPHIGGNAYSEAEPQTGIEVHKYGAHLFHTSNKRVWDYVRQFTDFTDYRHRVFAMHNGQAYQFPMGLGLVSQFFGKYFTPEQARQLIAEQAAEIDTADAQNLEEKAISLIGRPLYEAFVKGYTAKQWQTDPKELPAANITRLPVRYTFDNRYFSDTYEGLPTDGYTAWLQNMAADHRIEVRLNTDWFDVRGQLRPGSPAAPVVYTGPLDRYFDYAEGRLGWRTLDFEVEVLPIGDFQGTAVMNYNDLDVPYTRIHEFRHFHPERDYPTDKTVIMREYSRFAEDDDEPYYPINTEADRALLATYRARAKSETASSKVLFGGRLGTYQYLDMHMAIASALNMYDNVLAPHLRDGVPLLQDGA
# * hit, by the source's call; ? = inconclusive; · = no result given. Rule as the data show it, unless noted: active = inhibition above about 30%; inactive = the rest.
SMILES,BoNT-A LC inh2,BioA inh,Mtb FBA inh,BoNT F protease,FadD28 FP inh,GDH-TPI counter,CCHFV vOTU inh,PrPC TRFRET,UGM FP inh
COc1ccc(CNC(=O)C(=O)NCc2ccncc2)cc1,-0.7,·,0,-3,-0.1,2,-1,12,-1.1
O=C(Nc1cc(S(=O)(=O)N2CCOCC2)ccc1N1CCCC1)c1ccc(F)cc1,2.6,-3.7,6,2,·,6,-5,17,0.2
COC(=O)COc1cc2ccccc2cc1C(=O)Nc1ccccc1,-0.2,·,-3,-3,-3.9,1,7,-2,-1.9
COc1ccc(C(=O)N(Cc2ccco2)Cc2cccs2)c(O)c1,-1.7,·,-3,-6,-1.9,9,34*,-8,0.4
CC1CCC2(CC1)NC(=O)N(NC(=O)CCl)C2=O (stereo not drawn),1.7,·,2,10,1.1,-2,-5,-8,4.0
COc1ccc(C(=O)NC(C)Cc2c[nH]c3ccccc23)cc1 (stereo not drawn),0.3,-3.5,2,0,0.0,5,2,7,·
N#Cc1c(/N=C/c2ccc(Br)s2)sc2c1CCC2,-0.6,0.2,-3,-5,-1.3,4,-23,-3,·
O=C(NCc1ccoc1)c1ccc(NC(=O)c2ccccc2Cl)cc1,-0.4,2.8,7,-1,-1.2,-8,4,-2,2.6
CCC(C)NC(=O)CSc1nc(-c2cccs2)cc(C(F)(F)F)n1 (stereo not drawn),0.7,-2.4,2,-5,-1.1,23,13,-3,2.5
CC1=C(C(=O)OCC2CCCCC2)C(c2ccc(O)cc2)NC(=O)N1 (stereo not drawn),-1.7,0.5,3,-7,0.2,1,13,2,-4.1
COc1ccc(C(=O)N(CN2CCCC2=O)c2ccccc2OC)cc1OC,-1.5,0.5,2,-2,0.6,-3,7,7,-1.4
O=C(NC1(C(F)(F)F)N=C2SCCN2C1=O)c1cccnc1 (stereo not drawn),-0.4,·,1,-7,-2.8,5,3,3,1.1
CCCN(CCC)CCCNC(=O)CNC(=O)c1nn(-c2ccc(OC)cc2)c(=O)c2ccccc12,0.7,·,1,8,-1.1,8,12,-5,1.0
Cc1cc(C)c(NC(=O)CS(=O)CC(=O)Nc2ccc(N3CCOCC3)cc2)c(C)c1 (stereo not drawn),0.6,-0.4,1,0,0.9,-2,13,-6,-1.8
Cc1ccnc(NC(=O)/C=C/c2cccs2)c1,0.0,-1.8,6,6,0.1,31*,-10,-4,0.0
COc1ccc2[nH]c(C(=O)Nc3ncc(C)cc3Br)cc2c1,-4.8,·,6,?,-3.2,-3,-4,8,0.2
COc1cccc(CN2CC(C(=O)N(C)CCCC3CCCC3)CCC2=O)c1 (stereo not drawn),-1.4,2.0,1,0,-0.7,8,7,-3,-1.7
Cc1ccc(F)c(S(=O)(=O)NC(=O)C2(C)CCN2C(=O)Cc2ccsc2)c1 (stereo not drawn),-0.4,-0.4,1,-2,0.8,4,11,11,·
COc1cc(C(=O)OC(C)C(=O)NC2CCCCC2C)c([N+](=O)[O-])cc1OC (stereo not drawn),·,-1.2,3,·,-0.5,12,-6,-9,-2.2
CCOc1ccccc1C(=O)N1CCN(C(c2ccccc2)c2ccccc2)CC1,0.6,0.3,-2,3,-1.4,-13,-13,12,0.8
COc1ccccc1NC(=O)C1=C(C)Nc2nc(-c3cccnc3)nn2C1c1ccccn1 (stereo not drawn),-0.4,1.3,10,-5,-1.0,18,4,-7,·
CC(OC(=O)Cn1[nH]c(=O)c2ccccc2c1=O)C(=O)c1ccccc1 (stereo not drawn),-0.8,1.1,3,-11,-3.2,13,-4,-4,-1.3
COc1ccc(-c2noc(-c3csc([C@@H]4O[C@H](CO)[C@H](O)[C@H](O)[C@H]4O)n3)n2)cc1OC,-0.4,0.2,-2,-7,-0.3,7,-1,2,·
CCOc1ccc(NC(=O)CN(C)C(=O)c2cc(S(=O)(=O)N(C)C)ccc2N2CCCC2)cc1OCC,-2.7,2.2,-1,1,-3.2,8,8,-1,2.2
CCCCNCCOCCOc1ccc(Cl)cc1Br,0.7,0.7,2,-10,-3.2,1,-22,0,-1.5
COCc1cc(=O)[nH]c(SCC(=O)Nc2ccccc2)n1,?,-0.1,2,-2,0.6,4,2,0,-1.8
COc1ccc(C2C(=O)N(C3CCCCC3)CC(=O)N2Cc2ccco2)cc1 (stereo not drawn),?,·,0,3,-3.5,-1,-4,12,-0.8
CCCOc1c(Br)cc(C(=O)OCC(=O)NC2CC2)cc1OC,-3.8,·,1,-3,0.1,1,2,-6,1.7
CCN1CCN(CCNC(=O)c2ccc(CS(=O)(=O)c3ccccc3C)o2)CC1,-0.8,0.4,0,-12,-2.6,1,-5,-7,-0.2
COc1ccc(Br)cc1C(C[N+](=O)[O-])c1c(N)n(C)c(=O)n(C)c1=O (stereo not drawn),-1.3,·,0,?,-5.9,10,-2,68*,2.1

# 6 compounds from above, limited to CCHFV vOTU inh and FadD28 FP inh.
smiles,CCHFV vOTU inh,FadD28 FP inh
CC(OC(=O)Cn1[nH]c(=O)c2ccccc2c1=O)C(=O)c1ccccc1 (stereo not drawn),-4,-3.2
COc1ccc(-c2noc(-c3csc([C@@H]4O[C@H](CO)[C@H](O)[C@H](O)[C@H]4O)n3)n2)cc1OC,-1,-0.3
CCOc1ccc(NC(=O)CN(C)C(=O)c2cc(S(=O)(=O)N(C)C)ccc2N2CCCC2)cc1OCC,8,-3.2
CCCCNCCOCCOc1ccc(Cl)cc1Br,-22,-3.2
COCc1cc(=O)[nH]c(SCC(=O)Nc2ccccc2)n1,2,0.6
COc1ccc(C2C(=O)N(C3CCCCC3)CC(=O)N2Cc2ccco2)cc1 (stereo not drawn),-4,-3.5

# Whole records as entered above. Screens in order: BoNT-A LC inh2	BioA inh	Mtb FBA inh	BoNT F protease	FadD28 FP inh	GDH-TPI counter	CCHFV vOTU inh	PrPC TRFRET	UGM FP inh
# Results for CCCOc1c(Br)cc(C(=O)OCC(=O)NC2CC2)cc1OC : -3.8	·	1	-3	0.1	1	2	-6	1.7
# Results for COCc1cc(=O)[nH]c(SCC(=O)Nc2ccccc2)n1 : ?	-0.1	2	-2	0.6	4	2	0	-1.8

# The listing continues.
SMILES,BoNT-A LC inh2,BioA inh,Mtb FBA inh,BoNT F protease,FadD28 FP inh,GDH-TPI counter,CCHFV vOTU inh,PrPC TRFRET,UGM FP inh
Cc1onc(-c2c(Cl)cccc2Cl)c1C(=O)N=C(N)N1CC(C)OC(C)C1 (stereo not drawn),-2.1,0.9,0,?,-4.4,-8,-5,1,-2.1
CCc1nnc(NC(=O)C2CCCN(c3nc(C)cc(C)n3)C2)s1 (stereo not drawn),2.1,0.2,2,-1,-2.9,-1,-6,2,1.7
O=C(Nc1cccc(C(=O)Nc2cccc(Br)c2)c1)c1ccccc1,0.7,4.4,0,1,-3.8,-4,5,8,2.1
Cc1ccc(C(=O)Nc2ccncc2)o1,0.1,1.2,3,4,-3.6,-5,-7,2,-5.0
COc1cc(C(=O)N/C(=C\c2cn(C)c3ccccc23)C(=O)NCCCn2ccnc2)cc(OC)c1OC,0.2,·,-5,-5,0.0,30,0,-4,0.5
COc1ccccc1NC(=O)C1C2C=CC(C2)C1C(=O)NCc1cccnc1 (stereo not drawn),-3.1,-1.7,1,?,-2.0,-15,-11,2,4.3
C/C(CC(=O)Nc1ccc(C)c(Cl)c1)=N\NC(=O)Cc1cnc(N)s1,0.4,·,6,3,-1.5,0,-2,-8,0.2
Cc1csc(NC(=O)C2CC(=O)N(c3ccc(C)c(C)c3)C2)n1 (stereo not drawn),-0.6,1.2,4,-6,1.6,5,-2,-5,1.3
Cc1ccc(CNC(=S)N2CCOCC2)cc1,-0.4,-1.5,0,-4,-1.0,-8,4,-1,-2.8
Cc1csc(CNc2ncnc3ccc(-c4ccc5c(c4)OCO5)cc23)c1,-0.7,0.8,7,-1,0.5,-5,-2,-1,0.4
CC(O)(C#CCN1CCCCC1)c1ccccc1 (stereo not drawn),0.1,-1.7,-1,-7,1.1,6,-15,-3,-0.1
CC(=O)NC(Cc1ccc(C)cc1)C(=O)NC1CCN(C(=O)c2cnccn2)CC1 (stereo not drawn),0.0,·,3,5,-2.2,-4,-1,1,5.3
Fc1ccccc1CCNCc1cccc(Cl)c1Cl,0.1,-1.0,-1,-25,0.4,-4,-3,5,-1.7
CCC(Sc1nc2cc(OC)c(OC)cc2c(=O)n1CCc1ccc(OC)c(OC)c1)C(=O)NCCOC (stereo not drawn),-0.1,·,1,1,-5.2,9,12,-1,1.3
O=C(C1CCCC1)N1CCN(S(=O)(=O)c2cccc(Cl)c2Cl)CC1,-5.7,1.1,1,-13,-0.5,0,-6,-2,0.2
O=C(C[C@@H]1C[C@H]2c3cc(NC(=O)C4CCC4)ccc3O[C@H]2[C@@H](CO)O1)NCc1ccc(-c2ccccc2)cc1,-0.1,-0.4,1,-1,-1.1,-12,11,11,·
O=C(COC(=O)/C=C/c1cc(Br)ccc1F)Nc1ccc2[nH]c(=O)[nH]c2c1,-4.0,-0.5,0,-17,-4.8,11,-6,-1,-1.1
Cc1ccc(C(=O)N2CCN(C(=O)C3CCCO3)CC2)cc1 (stereo not drawn),-0.5,-1.2,0,-5,0.0,-7,-2,1,-0.8
CCn1ncc(CN2CCC(Oc3ccc(C(=O)N4CCCC4)cc3)CC2)c1C,-1.1,-0.3,-1,-3,-2.2,0,2,-1,-1.3
CC(=O)NCCn1c(SCC#N)nc2ccccc2c1=O,-0.8,0.3,0,3,-0.4,4,-2,0,-0.6
COc1cc(CNC(=O)Nc2nnc([C@@H]3C[C@H](O)[C@@H](CO)O3)s2)cc(OC)c1OC,-0.2,0.2,-2,-2,-2.2,0,-1,-1,·
Cc1ccc(SCC(=O)Nc2ccc(N3CCOCC3)cc2)c(C)c1,-0.4,·,0,0,1.0,0,-11,6,1.6
Cc1cccc(OCc2nc(-c3ccc(-n4cccc4)cc3)no2)c1,-1.1,-4.8,4,-6,-12,13,-3,9,·
COC(=O)C1=C(c2c(C)noc2C)C[C@@H]2CC[C@H]1N2C(=O)NCc1ccc(C(F)(F)F)cc1,-0.3,-1.0,-1,-4,-9.6,4,6,4,5.0
CC(=O)Nc1ccc(S(=O)(=O)Nc2ccccc2C(=O)N2CCCCC2)cc1,-0.1,-0.6,1,0,-0.5,19,6,-3,3.3
Cc1cccc2sc(NS(C)(=O)=O)nc12,-0.3,·,0,0,-3.1,0,-1,0,0.8
CC(C)c1ccc(CNc2nc3nc4c(c(=O)n3[nH]2)CCC4)cc1,0.6,-0.4,0,0,-0.1,-5,-1,2,0.3
O=c1[nH]c(=S)n(Cc2ccc(F)cc2)c(O)c1C=NCc1ccc2c(c1)OCO2,-0.2,·,-4,5,-3.3,-3,-4,0,-0.5
CC(=O)Nc1cc(NC(=O)C2C3C=CC(C3)C2C(=O)O)ccc1Cl (stereo not drawn),0.3,-2.9,1,-2,1.6,12,-3,-5,7.6
CC(SCc1ccccc1)C(=O)Nc1ccccc1Br (stereo not drawn),-4.1,-0.5,2,?,0.5,-11,-1,-3,-0.3
C/C(=N\Nc1ccc(Cl)c(C(=O)O)c1)c1ccccn1,·,·,1,·,-0.6,37*,-6,4,0.9
CC(/C=N\Nc1nnc2c(n1)[nH]c1c(C)cccc12)=C\c1ccco1,-0.2,-0.4,-1,-4,0.7,19,19,-12,2.8
Cc1ccc(NC(=O)c2ccc3ccccc3n2)nc1,-1.2,·,-8,-6,-1.4,-10,13,-16,-1.1
CC1CC(C(F)(F)C(F)(F)F)n2nc(C(=O)O)cc2N1 (stereo not drawn),-0.1,-1.0,1,-8,-2.1,1,-1,0,0.4
CCOC(=O)N1CCc2c(sc(NC(=O)CN3CCOCC3)c2C(=O)Nc2ccccc2)C1,-0.6,·,3,1,-3.6,4,-4,-3,0.0
COc1cc(C(=O)OCC(=O)NC2CCS(=O)(=O)C2)c([N+](=O)[O-])cc1OC (stereo not drawn),-0.9,·,-1,0,-3.7,-4,4,-1,3.5
Cc1nonc1NC(=O)OC1CCCCC1,-0.6,·,0,-3,1.3,21,-17,-1,2.1
O=C(Cc1ccc(NC(=O)C2CCCN(C(=O)CCc3ccccc3)C2)cc1)Nc1cccc(C(=O)N2CCCCC2)c1 (stereo not drawn),-0.2,2.4,2,0,-0.2,5,1,3,·
